TexasRed fluor – counter-screen for TRb-SRC2 inhibitors: fluorescence interference | TRb/SRC2 Texas Red total fluorescence interference | Potency, µM (titrated, usually from 106 µM), inactives show at the highest dose fluorescence change, negative = quenching | AID 1479 | hit rate 0.29% among 280,000; active means well fitted curve in either direction with a large enough effect; inconclusive means small, poorly fitted or top-dose-only effect; further: potency means the concentration at half of the fitted maximal effect; on the % scale 0 is the no-effect control and ±100 the full control effect
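Human TRβ ligand-binding domain (0.6 uM) and Texas Red SRC2 peptide (20 nM) in Tris buffer with 1 uM T3 and 5% DMSO were incubated with pinned compound for 5 hr at ambient temperature. Total fluorescence was computed as S + 2P (555/632 nm).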
TRb-SRC2 inh – inhibitors of human thyroid hormone receptor beta-SRC2 interaction; TRbeta-SRC2 peptide binding, fluorescence polarization; receptor liganded with 1 µM T3; Potency, µM (top dose mostly 106 µM), for inactives: top-dose activity change, negative = inhibition, actives largely listed as inhibitors; P10828; hit rate 0.065% among 280,000;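 further: potency means the concentration at half of the fitted maximal effect; plate controls were bound peptide for no effect and peptide without receptor for full effect; nearly all actives have a fitted effect of over 50% in size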
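Assay buffer: 20 mM Tris-HCl, 100 mM NaCl, 10% glycerol, 1 mM EDTA, 0.01% NP-40, 1 mM DTT, 1 uM T3, 5% DMSO; TRb LBD 0.6 uM, Texas Red SRC2 20 nM; FP after 5 hr.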
GLA spleen mod – inhibits or activates alpha-galactosidase in human spleen homogenate | P06280 | human spleen homogenate, 4MU-alpha-Gal fluorescence, 40 min | Potency, µM (series often up to 80 µM), for the others: at the top dose activity change, negative = inhibition, actives largely listed as inhibitors | hit rate 0.008% among 240,000;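 further: potency means the concentration at half of the fitted maximal effect; 0% = enzyme with vehicle and -100% = no enzyme basal signal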
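Inhibition or activation of alpha-galactosidase in human spleen homogenate is scored by 4-MU fluorescence after 40 min at 37C, pH 5.0, with 1 mM substrate. AC50s come from concentration-response fitted to the Hill equation.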
CBFb-RUNX1 inh – inhibitors of human CBF-beta and RUNX1 interaction; AID 1477; Q01196+Q13951; Potency, µM (doses to about 59.8 µM), inactives show top-dose activity, negative = inhibition, most hits filed as inhibitors; 230,000 tested, under 10 active; AlphaScreen CBFb-His/RUNX1-biotin binding, biochemical; further: % of control where 0% means no effect
Target sequence (Q01196 whole entry, looked up): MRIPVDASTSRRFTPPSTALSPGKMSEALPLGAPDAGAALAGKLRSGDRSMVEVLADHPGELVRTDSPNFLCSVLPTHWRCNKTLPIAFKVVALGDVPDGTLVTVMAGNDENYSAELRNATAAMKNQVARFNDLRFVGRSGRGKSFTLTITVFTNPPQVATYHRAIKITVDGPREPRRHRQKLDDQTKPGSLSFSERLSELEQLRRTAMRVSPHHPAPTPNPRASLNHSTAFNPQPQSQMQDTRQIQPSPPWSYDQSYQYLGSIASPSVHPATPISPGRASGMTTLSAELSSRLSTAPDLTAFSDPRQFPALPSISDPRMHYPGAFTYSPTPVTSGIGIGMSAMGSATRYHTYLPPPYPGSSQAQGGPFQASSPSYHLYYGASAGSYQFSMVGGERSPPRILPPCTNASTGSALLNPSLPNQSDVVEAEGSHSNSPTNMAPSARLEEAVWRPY
Target sequence (Q13951 whole entry, looked up): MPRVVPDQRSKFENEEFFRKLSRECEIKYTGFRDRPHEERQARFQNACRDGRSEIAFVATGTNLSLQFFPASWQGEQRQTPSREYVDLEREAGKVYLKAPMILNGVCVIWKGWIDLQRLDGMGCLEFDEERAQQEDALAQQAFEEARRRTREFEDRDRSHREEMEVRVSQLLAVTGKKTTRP
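CBF-beta (His) and RUNX1 (biotin), 30 nM each; 20 min preassociation; + compound, 15 min; + beads 50 ng each (Ni, streptavidin), 90 min; RT; AlphaScreen read.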
Epigenetic reg – regulators of epigenetic silencing causing reporter derepression in mouse cells; murine LDR cells, GFP reporter derepression, 30 h; Potency, µM (top dose mostly 53.9 µM), without a hit: at the highest dose GFP activation, usual class: activators; hit rate 0.2% among 280,000; further: potency means the concentration at half of the fitted maximal effect; % of control where 0% means no effect; nearly all actives have a fitted effect of over 60% in size
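In this reporter-derepression format, murine cells bearing a silenced integrated CMV-GFP locus incubate with test compound (30 h, 37 C), then are washed and imaged; fluorescent objects of 20–120 um count as induced cells.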
Tau fluor counter – counter-screen for tau fibril formation inhibitors; tau K18 P301L (four-repeat tau fragment) Alexa594 fluorescence, heparin fibrillization; Potency, µM (titrated, usually from 57.7 µM), for the others: at the top dose activity change, negative = decrease; hit rate 0.93% among 280,000; AID 1463; further: potency means the concentration at half of the fitted maximal effect; on the % scale 0 is the no-effect control and ±100 the full control effect; nearly all actives have a fitted effect of over 55% in size
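Human K18 P301L tau (15 uM unlabeled plus 0.24 uM Alexa 594-labeled, final) in 100 mM sodium acetate pH 7 was mixed with compound and 20 uM heparin and incubated 6 hr at 37 C.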
NPSR antag – blocks cAMP signaling of the human neuropeptide S receptor. CHO-NPSR cells, cAMP TR-FRET, antagonist mode. Potency, µM (doses to about 38.3 µM), for the others: top-dose activity change, negative = inhibition, hits mostly inhibitors. hit rate 1% among 220,000. AID 1461; further: potency means the concentration at half of the fitted maximal effect; on the % scale 0 is the no-effect control and ±100 the full control effect; nearly all actives have a fitted effect of over 50% in size; many of its hits are not listed in these tables
Tau fibril FP – blocks human tau fibril formation measured by polarization. hit rate 0.39% among 280,000. Potency, µM (top dose mostly 57.7 µM), inactives show top-dose activity, negative = inhibition, hits mostly inhibitors. P10636. K18 P301L tau heparin fibrillization, Alexa594 FP, 6 h. AID 1468; further: potency means the concentration at half of the fitted maximal effect; on the % scale 0 is the no-effect control and ±100 the full control effect; nearly all actives have a fitted effect of over 55% in size
Target sequence (P10636 561-689 P618L limits assumed): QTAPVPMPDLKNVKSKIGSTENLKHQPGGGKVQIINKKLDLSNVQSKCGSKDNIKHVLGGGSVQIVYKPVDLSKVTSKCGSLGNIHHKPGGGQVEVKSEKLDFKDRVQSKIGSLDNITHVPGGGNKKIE
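Compound effects on tau fibrillization are measured by Alexa 594 fluorescence polarization (ex 555, em 632 nm). K18 P301L tau is used at 15 uM with 0.24 uM labeled tracer, and 20 uM heparin induces aggregation over 6 hr at 37 C.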
* hit, by the source's call; u = inconclusive; x = not tested or not shown; & = joins results of further samples; [ ] = dose if it differs, or a comment. Unless noted, the call rests on the fitted dose curve; in most records, active means well fitted curve in the direction sought with a large enough effect; inconclusive means small, poorly fitted or top-dose-only effect, or another doubt; inactive means no such curve, though single readings can be large; an effect the other way counts as inactive or inconclusive. Not all compounds are listed; the hit share may differ from the screen's.

No.	canonical_smiles	TexasRed fluor	TRb-SRC2 inh	GLA spleen mod	CBFb-RUNX1 inh
1	CC(C)(C)C1CCc2onc(C(=O)Nc3cccnc3)c2C1 (stereo not given)	0%	1%	-25%	0%
2	CCc1ccccc1NC(=O)N1C2CCCC1CC(NC(=O)C(C)(C)C)C2 (stereo not given)	1%	-2%	-20%	8%
3	Cc1ccc2cc(C)c3nnc(SCC(=O)Nc4nc5c(s4)CCCC5)n3c2c1C	-3%	-1%	2%	-12%
4	COCCN1C(=O)C(O)=C(C(C)=O)C1c1ccc(F)cc1 (stereo not given)	0%	11%	1%	4%
5	COc1ccc(-n2cnc3c(sc4nc(N5CCOCC5)c5c(c43)CCCC5)c2=O)cc1	-1%	-2%	-20%	1%
6	Cc1cc(C)n(-c2cccc(CN3CCC(CO)(Cc4ccccc4)CC3)c2)n1	-4%	2%	5%	3%
7	CCCCNC(=O)Nc1ccc2c(c1)N(C)C(=O)c1ccccc1S2	0%	3%	x	x
8	COc1ccc(NC(=O)c2ccccc2C)c(OC)c1	-2%	2%	1%	-10%
9	O=C(c1ccccc1F)N1CCN(Cc2ccccc2F)CC1	0%	10%	0%	0%
10	CCCCNC(=O)N1CCOCCOCCN(C(=O)NCCCC)CCOCC1	-2%	-3%	5%	4%
11	CC1CCCC(NC(=O)COC(=O)[C@@H]2CC(O)CN2S(=O)(=O)c2ccc3c(c2)OCCO3)C1C (stereo not given in full)	-14%	7%	3%	5%
12	Cc1c(OCc2ccccc2)c(=O)ccn1Cc1ccc(Cl)cc1	-3%	0%	3%	3%
13	Cc1cccc(NC(=O)c2cc3c(=O)n(Cc4ccco4)ccc3nc2C)c1	0%	7%	x	x
14	CCN1/C(=C\C(=S)Nc2ccccc2)Sc2ccccc21	0%	3%	5%	u
15	Cn1c(COc2ccc(Cl)cc2)nnc1SCc1ncc(-c2ccccc2)o1	1%	-2%	-5%	-10%

No.	Epigenetic reg	Tau fluor counter	NPSR antag	Tau fibril FP
1	-1.0%	-6%	-20%[46.1 µM]	4%
2	0.7%	11%	8%[46.1 µM]	5%
3	-1.3%	-2%	-29%[46.1 µM]	0%
4	-3.4%	-8%	-19%[46.1 µM]	6%
5	-1.6%	-18%	-11%	8%
6	-3.1%	1%	13%	5%
7	6.4%	-6%	x	-4%
8	-3.3%	-8%	13%[46.1 µM]	-6%
9	-4.3%	-8%	-10%[46.1 µM]	5%
10	0.0%	-7%	-2%[46.1 µM]	-8%
11	0.0%	-1%	12%	8%
12	-3.7%	-18%	u	-9%
13	0.0%	-3%	x	-5%
14	-0.2%	u	24%	u
15	1.9%	4%	u	3%

(continued)
No.	canonical_smiles	TexasRed fluor	TRb-SRC2 inh	GLA spleen mod	CBFb-RUNX1 inh
16	CCOC(=O)c1cc2c(=O)n3ccccc3nc2n(Cc2ccco2)c1=NC(=O)c1cccnc1	-4%	3%	u	-12%
17	COc1ccc(-c2[nH]ncc2CN(CC2CCC(=O)N2)C(C)C)cc1F (stereo not given)	-2%	0%	-10%	14%
18	CCCc1nnc(NC(=O)NCCN2C(=O)C3C4C=CC(C4)C3C2=O)s1 (stereo not given)	-1%	1%	10%	-4%
19	COC(=O)c1ccccc1S(=O)(=O)N1CCC(c2nc3ccccc3o2)CC1	1%	-4%	11%	7%
20	Cc1c(C(=O)Nc2ccc(-n3cnnn3)cc2)oc2ccccc12	-6%	2%	-9%	-5%
21	Cc1cccc(NC(=O)C2CCCN(S(=O)(=O)c3ccc4c(c3)oc(=O)n4C)C2)c1 (stereo not given)	-1%&-1%	8%&-5%	2%	7%
22	CC(=O)OC1C=C[C@@H](OC(C)=O)C1 (stereo not given in full)	-9%	3%	-6%	8%
23	Cc1ccc(Cn2ccc(NC(=O)CCSc3nc(-c4ccco4)cc(C(F)(F)F)n3)n2)cc1	3%	1%	0%	0%
24	CCOC(=O)c1ccccc1OC(=O)CS(=O)c1ccccc1[N+](=O)[O-] (stereo not given)	-4%	3%	1%	-12%
25	Cc1nnc(NC(=O)C2CCN(c3nnnn3-c3ccccc3)CC2)s1	-2%	-8%	0%	-2%
26	COC(=O)c1cc(=O)nc2sccn12	1%	-1%	-4%	2%
27	Cc1cc(C)c(N)c(C(=O)O)c1	0%	5%	-2%	14%
28	O=C1NC2=C(C(=O)c3ccccc32)C(c2ccccc2)N1 (stereo not given)	-1%	-7%	-7%	2%
29	Cc1c(C2=CCN(S(=O)(=O)c3ccc(Cl)cc3)CC2)c2ccccc2n1C	-1%	-3%	12%	2%
30	Cc1ccc(S(=O)(=O)N2CCN(Cc3ccsc3)CC2)cc1	0%	-1%	7%	-2%

No.	Epigenetic reg	Tau fluor counter	NPSR antag	Tau fibril FP
16	-1.9%	-4%	-18%[46.1 µM]	7%
17	-5.0%	-12%	6%	1%
18	-1.0%	-7%	9%	-3%
19	-0.2%	-8%	-16%[46.1 µM]	-4%
20	-2.9%	-10%	14%[46.1 µM]	-5%
21	5.3%&-1.1%	-20%&-15%	-6%	-6%&0%
22	x	x	x	x
23	-2.1%	-20%	-21%[46.1 µM]	-13%
24	3.7%	u	1%	-16%
25	-1.0%	-4%	1%[46.1 µM]	-4%
26	-3.6%	-3%	-1%[46.1 µM]	-1%
27	-1.5%	8%	-4%	2%
28	1.8%	-22%	-17%[46.1 µM]	u
29	1.8%	-17%	-10%	1%
30	0.5%	3%	-4%	5%

The list goes on:
No.	canonical_smiles	TexasRed fluor	TRb-SRC2 inh	GLA spleen mod	CBFb-RUNX1 inh
31	CC(Oc1ccccc1)C(=O)N=Nc1c(O)[nH]c2ccc(Br)cc12 (stereo not given)	6%	4%	-6%	-3%
32	O=C(Cc1csc(Nc2nc(=S)[nH]c3ccccc23)n1)N1CCN(c2cccc(C(F)(F)F)c2)CC1	1%	0%	-2%	-6%
33	Cc1cc(C)nc(-n2nc(C)cc2NC(=O)CN2CCC(C)CC2)n1	-1%	-7%	-5%	-3%
34	O=C(Cc1ccccc1)N1CCN(c2ncccn2)CC1	0%	1%	1%	2%
35	COc1cc(C(=O)Nc2ccc(S(=O)(=O)N(C)c3ccccc3)cc2)cc(OC)c1OC	5%	4%	5%	-6%
36	COc1ccc(CCn2c(-c3ccc(F)cc3)nc3c(c(=O)c4ccccc4n3C)c2=O)cc1OC	0%	2%	-7%	20%
37	C[C@H](NC(=O)Nc1ccccc1F)C(=O)O	-2%	4%	14%	u
38	CCOC(=O)C1=C(C)NC(=O)NC1c1ccc(OCC(=O)N2CCCCC2)cc1 (stereo not given)	1%	3%	-1%	3%
39	O=C(NCC(=O)N(Cc1ccc(F)cc1)C(C(=O)NC1CCCC1)c1ccco1)c1ccco1 (stereo not given)	-2%	-12%	1%	7%
40	Cc1noc(C)c1C(=O)OCC(=O)N(C)C1CCS(=O)(=O)C1 (stereo not given)	-2%	6%	4%	5%
41	O=C(Nc1cccc(Cl)c1)C1C2CCC3C(CCC21)C3(Cl)Cl (stereo not given)	-11%	5%	0%	16%
42	COc1ccc(NC(=O)C(c2ccc(C)cc2)N(C)C(=O)c2cnccn2)cc1 (stereo not given)	2%	-19%	2%	-1%
43	COc1ccc(CN(C(=O)c2nsc(Cl)c2Cl)C(C(=O)NC2CCCCC2)c2ccc(OC)cc2)cc1 (stereo not given)	-1%	2%	4%	-6%

No.	Epigenetic reg	Tau fluor counter	NPSR antag	Tau fibril FP
31	0.9%	-18%	-15%	-2%
32	7.5%	-12%	-54%	u
33	3.1%	-4%	5%[7.67 µM]	10%
34	-2.2%	-5%	22%	2%
35	0.1%	u	-11%	u
36	-1.3%	2%	33%	2%
37	2.9%	-6%	0%[46.1 µM]	7%
38	0.0%	-9%	1%[46.1 µM]	-7%
39	-1.3%	-3%	-23%[46.1 µM]	7%
40	1.1%	0%	11%	9%
41	-0.1%	-25%	u	u
42	0.0%	3%	-19%[46.1 µM]	1%
43	0.0%	-1%	u	-7%

Entries listed so far with an aryl methoxy group, in the order listed:
No.	canonical_smiles	TexasRed fluor	TRb-SRC2 inh	GLA spleen mod	CBFb-RUNX1 inh
5	COc1ccc(-n2cnc3c(sc4nc(N5CCOCC5)c5c(c43)CCCC5)c2=O)cc1	-1%	-2%	-20%	1%
8	COc1ccc(NC(=O)c2ccccc2C)c(OC)c1	-2%	2%	1%	-10%
17	COc1ccc(-c2[nH]ncc2CN(CC2CCC(=O)N2)C(C)C)cc1F (stereo not given)	-2%	0%	-10%	14%
35	COc1cc(C(=O)Nc2ccc(S(=O)(=O)N(C)c3ccccc3)cc2)cc(OC)c1OC	5%	4%	5%	-6%
36	COc1ccc(CCn2c(-c3ccc(F)cc3)nc3c(c(=O)c4ccccc4n3C)c2=O)cc1OC	0%	2%	-7%	20%
42	COc1ccc(NC(=O)C(c2ccc(C)cc2)N(C)C(=O)c2cnccn2)cc1 (stereo not given)	2%	-19%	2%	-1%
43	COc1ccc(CN(C(=O)c2nsc(Cl)c2Cl)C(C(=O)NC2CCCCC2)c2ccc(OC)cc2)cc1 (stereo not given)	-1%	2%	4%	-6%

No.	Epigenetic reg	Tau fluor counter	NPSR antag	Tau fibril FP
5	-1.6%	-18%	-11%	8%
8	-3.3%	-8%	13%[46.1 µM]	-6%
17	-5.0%	-12%	6%	1%
35	0.1%	u	-11%	u
36	-1.3%	2%	33%	2%
42	0.0%	3%	-19%[46.1 µM]	1%
43	0.0%	-1%	u	-7%
